ZTA counter = counter-screen for EBNA-1 inhibitors: inhibitors of Epstein-Barr virus ZTA; ZTA-DNA binding, fluorescence polarization; inhibition, % at 11 µM; actives 0.15% (n = 320,000); in the data active = inhibition above about 33%
Target sequence (P03206 whole entry, looked up): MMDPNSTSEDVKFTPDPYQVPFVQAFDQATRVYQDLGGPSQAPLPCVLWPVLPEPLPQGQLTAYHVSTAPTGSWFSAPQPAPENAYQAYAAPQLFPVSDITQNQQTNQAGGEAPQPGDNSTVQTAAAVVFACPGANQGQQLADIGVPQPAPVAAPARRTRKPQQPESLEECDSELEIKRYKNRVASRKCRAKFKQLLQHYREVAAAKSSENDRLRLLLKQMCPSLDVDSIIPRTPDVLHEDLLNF
MEX-5 binding = C. elegans MEX-5 TCR-2 RNA binding activity; Q9XUB2; MEX-5/FITC-TCR2 RNA binding, fluorescence polarization; hits give low values; activity score (negative = inhibition of binding), % at 10 µM; actives 0.38% (n = 300,000); AID 1832;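 active = inhibition past about -25% in most replicates, and total fluorescence under double the plate's negative control median, limit read from the data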;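 note: 0% = DMSO and -100% = 5 µM competing unlabeled TCR2 RNA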
BCLXL inh = Bcl-xL (human) inhibition | Q07817 | GST-Bcl-xL / FITC-Bim BH3 peptide fluorescence polarization | inhibition, % at 10.9 µM | actives 0.7% (n = 320,000) | AID 2129;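 active = inhibition above the mean of all tested compounds plus 3 SD, cutoff set per campaign, cut at about 30% in these data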;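 note: 0% = DMSO wells and 100% = unlabeled Bim-BH3 peptide competitor; inhibitors lower millipolarization by displacing the labeled peptide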
Target sequence (Q07817 whole entry, looked up): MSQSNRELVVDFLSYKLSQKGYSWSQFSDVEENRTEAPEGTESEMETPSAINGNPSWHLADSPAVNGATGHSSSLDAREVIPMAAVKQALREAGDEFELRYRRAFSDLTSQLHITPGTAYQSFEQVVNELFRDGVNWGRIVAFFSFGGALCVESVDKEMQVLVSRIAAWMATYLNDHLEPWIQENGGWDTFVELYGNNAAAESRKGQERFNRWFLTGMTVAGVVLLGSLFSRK
MCL1-BIM inh = disrupts human MCL1 binding to BIM-BH3 peptide; Q07820; GST-MCL1 / FITC-Bim-BH3 fluorescence polarization; inhibition, % at 10.9 µM; actives 0.68% (n = 320,000);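 active = inhibition above the mean inhibition of all tested compounds plus 3 SD, set per campaign, cut at about 40% in these data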;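 note: 0% = DMSO wells and 100% = unlabeled Bim-BH3 peptide control; higher means more loss of mP so more displacement of Bim peptide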
CR mimetic SO = yeast age-related superoxide inhibition as caloric restriction mimetic; S. cerevisiae aged cells, superoxide DHE fluorescence; hits give low values; AID 2690; actives 0.18% (n = 330,000); superoxide response (% of plate mean), % at 10 µM;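 active = superoxide response under a set limit, about three screen SD below normal, cut at about 65% in these data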;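 note: yeast aged for seven days with compound at 30 °C before DHE staining; 100% = average MFI of all compound-treated wells on the plate with controls excluded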
EBNA-1 inh = blocks EBNA-1 binding to DNA; EBNA-1 DNA binding, fluorescence polarization; inhibition, % at 14.8 µM; actives 0.34% (n = 300,000); in the data active = inhibition above about 28%
Fam108B counter = Fam108B inhibition, counter-screen for RBBP9 inhibitors. inhibition, % at 9.51 µM. actives 0.33% (n = 300,000). recombinant Fam108B, FP-Rh probe fluorescence polarization;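 active = inhibition above the screen mean inhibition plus 3 SD, computed separately per campaign, cut at about 18% in these data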;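 note: inhibitors lower polarization as less probe binds the enzyme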
GLD-1 TGE inh = GLD-1-TGE RNA interaction inhibition (C. elegans); Q17339; purified GLD-1 + fluorescein TGE RNA, fluorescence polarization; inhibition, % at 5.96 µM; actives 0.44% (n = 320,000);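 active = percent inhibition above a per-plate cutoff, the plate mean of test compounds plus 3 SD, cut at about 30% in these data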;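 note: 0% = DMSO wells with GLD-1 and probe and 100% = wells lacking GLD-1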
Target sequence (Q17339 whole entry, looked up): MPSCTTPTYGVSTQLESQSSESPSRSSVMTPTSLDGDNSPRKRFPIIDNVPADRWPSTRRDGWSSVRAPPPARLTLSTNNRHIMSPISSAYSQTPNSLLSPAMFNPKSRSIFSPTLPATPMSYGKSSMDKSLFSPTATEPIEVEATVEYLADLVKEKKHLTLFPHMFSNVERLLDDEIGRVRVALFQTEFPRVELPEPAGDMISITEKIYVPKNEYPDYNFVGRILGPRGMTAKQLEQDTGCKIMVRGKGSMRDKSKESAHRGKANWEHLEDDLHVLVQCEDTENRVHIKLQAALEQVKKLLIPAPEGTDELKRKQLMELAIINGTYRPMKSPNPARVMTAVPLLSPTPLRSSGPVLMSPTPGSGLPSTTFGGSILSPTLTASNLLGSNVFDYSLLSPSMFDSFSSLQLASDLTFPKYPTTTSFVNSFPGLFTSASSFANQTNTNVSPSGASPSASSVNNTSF
Efflux pump inh = inhibitors of Candida antifungal efflux pumps expressed in yeast; S. cerevisiae Candida pump triplex, Nile Red efflux; inhibition, % at 10 µM; actives 0.44% (n = 330,000); AID 485275;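 active = plate passing quality check with inhibition over a set limit, or well fluorescence over plate mean plus 4 SD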;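 note: Nile Red retained in pooled yeast measured as flow cytometry median fluorescence; 0% = buffer negative control and 100% = Enniatin B positive control; higher means more Nile Red kept so more efflux inhibition; some compounds called inactive have numbers as strong as hits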
Numbers without * were called inactive; · = not tested or not shown; & = joins results of further samples.

structure | Efflux pump inh | MEX-5 binding | MCL1-BIM inh | ZTA counter | EBNA-1 inh | Fam108B counter | GLD-1 TGE inh | BCLXL inh | CR mimetic SO
CCC(C)[C@H](NS(=O)(=O)c1ccc(C)cc1)C(=O)N1CCC(C(=O)N[C@@H](Cc2ccccc2)C(=O)O)CC1 (some centres not stated) | 0.0 | 1.0 | 1.4 | -9.3 | 6.5 | -3.0 | -2.2 | 5.1 | 95.8
COc1ccccc1NC(=O)Oc1ccc(NC(=O)c2ccco2)cc1 | 0.1 | -0.8 | 8.2 | 14.8 | 5.3 | 6.8 | 3.7 | 7.7 | 98.7
O=c1c2ccccc2n2c(-c3cccc(F)c3)nnc2n1Cc1ccccc1 | 0.1 | 3.6 | 8.1 | 4.5 | 0.9 | -2.3 | -1.9 | 6.1 | 107.8
O=C(NCC1CCCCC1)c1ccc(Cl)nc1 | 0.0 | -0.3 | 1.8 | 7.9 | -13.8 | -1.6 | 8.7 | 1.3 | 95.9
O/N=C/c1ccc2cccc(OCc3ccccc3)c2n1 | 0.0 | 0.9 | 15.4 | 3.2 | -4.5 | 1.0 | 7.2 | 6.3 | 87.7
Cc1ccc(-n2ncc3c(=O)n(CC#N)cnc32)cc1C | 0.0 | -3.1 | 1.9 | -2.5 | -2.1 | 2.4 | 10.6 | 2.9 | 100.6
COC(=O)c1ccccc1NC(=O)Cn1c(=O)oc2ccc(Cl)cc21 | -0.1 | 0.8 | 1.5 | 5.4 | 5.4 | -1.2 | -1.3 | 3.5 | 99.4
Cc1cc(C)c(C#N)c(SCc2[nH]nc3c2C(c2ccc(F)cc2)C(C#N)=C(N)O3)n1 (configuration not stated) | -0.1 | 2.9 | 1.2 | 7.3 | -4.1 | -3.8 | -4.7 | 1.6 | 116.0
CCC(=O)c1ccc(N2CCN(C(=O)c3cccs3)CC2)c(F)c1 | 0.2 | 2.5 | 9.2 | -15.7 | 2.3 | 2.6 | -0.4 | 0.6 | 102.4
Cc1cccc(NC(=O)c2cccc(C(=O)Nc3cccc(C)c3C)n2)c1C | -0.1 | -0.4 | 0.0 | 5.0 | 7.8 | 3.3 | -3.6 | -0.3 | 106.1
CCOC(=O)c1nnn(-c2nonc2N)c1CN1CCCCCC1 | -0.1 | 1.3 | 4.1 | 4.1 | 6.8 | 2.2 | 1.1 | 0.3 | 90.9
O=C(Nc1ccc(O)c(C(=O)O)c1)c1ccc2c(c1)C(=O)N(CC1CCCO1)C2=O (configuration not stated) | 0.1 | 0.3 | 3.6 | 9.5 | 7.4 | 5.2 | 4.1 | 5.5 | 105.0
CCOC(=O)c1c(-n2cccc2)sc2c1CCCC2=O | 0.1 | -0.5 | 4.8 | 3.3 | 14.8 | -3.2 | -4.6 | 2.3 | 95.4
Cc1sc(NC(=O)CSc2nnc(COc3ccc(Cl)cc3)n2C)c(C#N)c1C | 0.2 | 1.7 | -3.1 | -2.8 | -8.7 | -11.5 | -1.7 | -12.1 | 89.8
Cn1cnnc1SCC(=O)NNC(=O)COc1ccc(Cl)cc1 | 0.1 | 9.0 | -2.6 | -20.9 | -7.8 | 0.9 | 3.2 | -1.1 | 105.5
Cc1ccc(CNC(=O)Cn2nnc(C(=O)Nc3cc(C)ccc3C)c2N)cc1 | -0.2 | -4.2 | 3.7 | 4.8 | 8.0 | 0.2 | 3.1 | 0.8 | 57.2*
COc1cc(/C=N/NC(=O)Cc2csc(N3CCOCC3)n2)cc(OC)c1O | -0.1 | -2.1 | 2.4 | -11.6 | -8.9 | -0.2 | -5.8 | 4.1 | 95.2
O=C(CCOc1ccccc1)Nc1ccc([N+](=O)[O-])cc1 | -0.1 | 0.5 | 14.4 | -16.2 | -1.5 | -0.5 | -0.6 | 6.2 | 113.9
CCNc1nc(NC(C)C)nc(SCCOC(=O)c2ccccc2)n1 | 0.2 | 0.9 | -4.1 | -5.8 | 4.0 | 5.9 | 4.2 | 2.6 | 93.8
O=C(NN1C(=O)C2C3C=CC(C4CC34)C2C1=O)c1cccc(Cl)c1 (configuration not stated) | -0.4 | -2.3 | 0.6 | 13.8 | 8.6 | 1.1 | 1.4 | 3.2 | 98.3
CC(C)CCNc1nc(N)c([N+](=O)[O-])c(NCCO)n1 | 0.1 | 1.4 | 3.0 | -0.6 | -8.2 | -1.2 | -0.1 | -1.4 | 106.6
O=C(Nn1c(C2CCCCC2)nc2ccccc2c1=O)c1ccc([N+](=O)[O-])cc1Cl | -0.1 | 0.7 | -2.9 | 13.5 | 2.9 | 3.9 | 5.1 | 2.1 | 108.4
O=C(Nc1ncc(Cc2ccccc2Cl)s1)c1ccc([N+](=O)[O-])cc1 | -0.1 | -0.8 | 6.4 | 1.7 | 6.4 | -0.2 | -1.2 | 4.8 | 85.5
O=C1NCC2=C1C(c1ccccc1)Nc1ccccc1N2 (configuration not stated) | 0.0 | -1.6 | 3.2 | -5.3 | -0.1 | 1.1 | 1.1 | -1.0 | 94.7
Cc1csc(SCC(=O)NCCc2ccc(Cl)cc2)n1 | 0.1 | -1.0 | -10.1 | 3.2 | 2.5 | 0.9 | 2.4 | -9.6 | 110.7
COCCn1nnnc1C(c1ccc(OC)cc1)N1CCC(C)CC1 (configuration not stated) | 0.0 | 1.2 | 11.8 | -22.2 | -7.4 | 1.6 | 6.4 | 9.8 | 100.9
COc1ccc(N2CCN(C(=O)COC(=O)c3cnccn3)CC2)cc1 | -0.1 | -0.1 | 7.2 | -10.3 | 3.5 | 3.2 | 4.9 | 6.3 | 98.0
Cc1cc(C)c2c(N)c(C(=O)NC3CCCC3)sc2n1 | -0.2 | -4.0 | 5.8 | -12.1 | -10.7 | 7.4 | -1.3 | 8.7 | 93.2
CN(CC(=O)NCCc1ccccn1)S(=O)(=O)c1ccc(Cl)cc1 | 0.2 | -1.2 | -4.1 | 0.3 | -14.3 | 3.7 | -6.8 | 1.2 | 116.3
Cc1ccc(S(=O)(=O)Nc2c(C)nn(C)c2C)c(C)c1 | 0.2 | -2.7 | 0.5 | -8.4 | -8.2 | -1.3 | 1.1 | 7.4 | 115.0
O=C(NCCCNC(=O)c1ccccn1)c1cccc(F)c1 | 0.1 | 1.1 | -1.8 | 23.0 | 6.5 | -2.0 | 6.1 | -2.8 | 96.8
CC(C)Oc1ccc(C(CC(=O)N(C)CCC#N)c2ccc(F)cc2)cc1 (configuration not stated) | -0.6 | 2.1 | -2.0 | -2.3 | -11.1 | 2.0 | -0.4 | 1.5 | 112.9
CCCn1c(N)c(N(CCOC)C(=O)CSCC(=O)Nc2ccc(OC)cc2)c(=O)[nH]c1=O | 0.1 | -0.9 | 0.0 | 15.0 | 5.9 | 3.6 | -5.4 | -0.1 | 101.8
CCOC(=O)c1ccc(NC(=O)N2CCc3ccccc32)cc1 | 0.2 | -1.2 | 4.6 | -12.2 | -7.3 | -0.2 | 4.0 | 0.0 | 118.9
CCS(=O)(=O)c1ncc(Cl)c(C(=O)Nc2ccc(S(=O)(=O)N3CCC(C)CC3)cc2)n1 | -0.1 | 0.3 | -1.0 | 1.3 | 5.1 | -17.8 | -2.0 | 2.0 | 92.9
CCn1nnnc1SCC(=O)NCc1cccs1 | -0.1 | -1.4 | 11.2 | -2.7 | 8.3 | -1.6 | 6.0 | 3.4 | 90.2
O=C(Nc1ccc(C(=O)O)cc1)/C(=C\c1ccc([N+](=O)[O-])cc1)NC(=O)c1ccc(Br)cc1 | -0.1 | 0.9 | -1.8 | -7.7 | -6.0 | -0.6 | 8.3 | -3.6 | 96.1
CC(=O)c1ccc(OCc2cc(C(=O)NC(C)CCn3cccn3)no2)cc1 (configuration not stated) | 0.0 | -1.4 | 4.7 | -14.3 | 6.3 | 4.9 | 3.6 | 1.5 | 96.9
CCn1c(SCc2ccccc2)nnc1C1CCN(S(=O)(=O)c2ccc(OC)cc2)CC1 | 0.1 | -3.8 | 0.7 | 0.8 | -2.7 | -0.3 | -1.6 | -0.8 | 111.1
COc1ccc(N(CC(=O)N2CCN(Cc3ccc4c(c3)OCO4)CC2)S(C)(=O)=O)cc1OC | 0.1 | -1.6 | 6.2 | 9.9 | -3.2 | 6.3 | 0.6 | 4.6 | 92.8
O=C1C(=Cc2ccco2)C(=O)c2ccccc21 | 0.1 | -0.4 | 18.4 | -5.6 | 4.4 | 7.0 | 9.2 | 14.3 | 91.1
CCOC(=O)c1cnc2nc(C)[nH]n2c1=O | 0.1 | 1.0 | -3.4 | -1.9 | -9.8 | -1.9 | -4.4 | 0.6 | 106.9
O=C(c1cc2cc(Br)ccc2s1)N1CCOCC1 | -0.1 | -0.4 | 5.3 | -1.3 | 2.4 | 3.0 | -3.0 | 6.3 | 96.8
S=c1[nH]nc(CSCc2ccc(Cl)cc2Cl)n1-c1ccccc1 | 0.8 | 1.4 | 0.7 | -10.2 | -10.8 | -1.7 | 11.0 | -8.4 | 128.6
Cc1ccc(NC(=O)COC(=O)c2cc(Cl)ccc2[N+](=O)[O-])c(C)c1 | -0.1 | -0.8 | -0.6 | 5.6 | -5.7 | -1.5 | 0.0 | 0.4 | 93.7
CCn1nc(C)c(NC(=O)Nc2cccc(Cl)c2Cl)c1C | 0.1 | 0.1 | 5.9 | -2.9 | -6.4 | -5.6 | 6.0 | 6.7 | 95.5
O=C(CC1NCCNC1=O)Nc1ccc(Cl)c(Cl)c1 (configuration not stated) | -0.1 | 1.0 | 4.4 | 6.2 | 2.7 | 1.3 | -1.6 | 2.1 | 98.4
CCN(CC)S(=O)(=O)c1cc(C(=O)OCC(=O)Nc2cccc(Br)c2)ccc1F | 0.3 | · | -2.9 | 8.9 | -2.5 | -30.8 | 4.8 | 1.9 | 96.8
O=C(NCCCCCCNC(=O)C1CCCC1)C1CCCC1 | -0.3 | -0.8 | 0.8 | 2.6 | -5.1 | 1.8 | 0.9 | 1.5 | 99.9
CCC(C)(NC(=O)c1ccc2c(c1)OCO2)C(=O)NC1CCCCC1 (configuration not stated) | -0.1 | -0.1 | 2.9 | 3.8 | 3.4 | -0.3 | 2.7 | 3.6 | 89.8
Cc1cccc(C(C)C)c1NC(=O)COC(=O)c1cccc(S(=O)(=O)N2CCc3ccccc3C2)c1 | -0.3 | 0.3 | 0.0 | 11.6 | 13.6 | -8.8 | -2.1 | 3.4 | 109.4
COCc1c(C(=O)OCC(=O)N(C)C2CCS(=O)(=O)C2)oc2ccccc12 (configuration not stated) | -0.2 | · | 5.4 | 3.9 | · | · | 5.7 | 0.7 | 94.3
NC(=O)c1[nH]cnc1N | 0.0&0.0 | -0.9&-15.4 | 10.3&7.3 | -22.2&-2.7 | 3.0&6.8 | -0.5&-0.5 | 8.1&3.7 | 3.6&6.3 | 104.2&101.4
CCOc1ccc(-c2nnc3ccc(SCC(=O)NCc4ccco4)nn23)cc1 | -0.1 | 0.7 | 3.0 | -17.8 | -12.0 | 0.0 | 3.3 | 6.8 | 133.2

Rewritten with values under each structure: five of the compounds above.
Order of results: Efflux pump inh	MEX-5 binding	MCL1-BIM inh	ZTA counter	EBNA-1 inh	Fam108B counter	GLD-1 TGE inh	BCLXL inh	CR mimetic SO
- CCN(CC)S(=O)(=O)c1cc(C(=O)OCC(=O)Nc2cccc(Br)c2)ccc1F
  0.3	·	-2.9	8.9	-2.5	-30.8	4.8	1.9	96.8
- NC(=O)c1[nH]cnc1N
  0.0&0.0	-0.9&-15.4	10.3&7.3	-22.2&-2.7	3.0&6.8	-0.5&-0.5	8.1&3.7	3.6&6.3	104.2&101.4
- COCc1c(C(=O)OCC(=O)N(C)C2CCS(=O)(=O)C2)oc2ccccc12 (configuration not stated)
  -0.2	·	5.4	3.9	·	·	5.7	0.7	94.3
- CCC(C)(NC(=O)c1ccc2c(c1)OCO2)C(=O)NC1CCCCC1 (configuration not stated)
  -0.1	-0.1	2.9	3.8	3.4	-0.3	2.7	3.6	89.8
- O=C(NCCCCCCNC(=O)C1CCCC1)C1CCCC1
  -0.3	-0.8	0.8	2.6	-5.1	1.8	0.9	1.5	99.9

Rows were taken by chance, and some 2.3% of all compounds hit somewhere here.
